DDE Tn7 FP inh: disrupts Tn7 cyclic peptide binding to fibrin D-Dimer-E complex. FP displacement of FITC-Tn7 peptide from fibrin DD(E); 0% = median of compound wells per plate. P02675. inhibition, % at 8.3 µM. 370,000 tested, 0.13% active;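 active = inhibition above the mean of compounds falling within the control limits plus 3 SD of them, cut at about 14% in these data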;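 also: 0% = plate median of compound wells and 100% = 10 µM Aha-Tn7 peptide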
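Assay system: human fibrin DD(E). Input: DD(E) 2 µM final. Medium: Tris buffer with calcium and detergent, pH 7.8. Compound dosing: single point at 8.3 µM. Timing: 10 min plus 3 h, room temperature. Technique: fluorescence polarization of the labelled Tn7 tracer. Read-out: percent inhibition. Replicates: singlicate testing.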
MBD2 DNA inh: MBD2-methylated oligo binding inhibition | inhibition, % at 4.4 µM | TR-FRET, MBD2 binding to methylated oligonucleotide | AID 686964 | 370,000 tested, 0.31% active; in the data active = inhibition above about 13%
LEDGF integ inh: blocks HIV-1 LEDGF/p75-dependent DNA integration | TR-FRET IN-LEDGF/p75 DNA integration, Eu/Cy5 | inhibition, % at 3.7 µM | 370,000 tested, 0.64% active;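 active = inhibition above the screen-wide mean plus 3 SD, cut at about 13% in these data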;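 also: signal is the Cy5 over europium emission ratio at 671 and 618 nm; 0% = plate median of compound wells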
TDP2 inh: blocks human TDP2 phosphodiesterase activity; recombinant TDP2, T5PNP hydrolysis, p-nitrophenol absorbance 415 nm; inhibition, % at 12.8 µM; 370,000 tested, 0.34% active; AID 720702;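 active = inhibition above the mean of all tested compounds plus 3 SD, set per campaign, cut at about 25% in these data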;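 also: 0% = DMSO with enzyme and 100% = buffer with substrate but no TDP2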
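test system = human TDP2 enzyme | input = TDP2 enzyme at 120 nM final | medium = 50 mM Tris-HCl pH 7.5 with Mg2+, KCl, DTT, BSA | also added = T5PNP substrate, 5 mM | times = 2 h at 37 °C | technique = epi absorbance | benchmarks = high control without enzyme, low control DMSO plus TDP2 | replication = each compound tested once, singlicate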
DDE Tn6 FP inh: disrupts Tn6 cyclic peptide binding to fibrin D-Dimer-E complex. P02675. Fibrin DD(E) TRITC-Tn6 fluorescence polarization displacement. inhibition, % at 8.3 µM. 370,000 tested, 0.21% active. AID 720509;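 active = inhibition above a per-campaign cutoff: mean of compounds within control limits plus 3 SD, cut at about 15% in these data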;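 also: 0% = median of all compound wells on the plate and 100% = blocking peptide control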
UHRF1 binding: UHRF1 methyl-DNA binding inhibition | Q96T88 | UHRF1 binding to methylated oligo, TR-FRET | inhibition, % at 4.4 µM | 370,000 tested, 0.75% active; in the data active = inhibition above about 21%;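 also: UHRF1 SRA domain binding a hemimethylated CpG hairpin DNA probe; 0% = median of test compound wells and 100% = reference inhibitor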
SIAE primary: blocks human sialic acid acetylesterase; SIAE FP-Rh probe binding, fluorescence polarization; inhibition, % at 9.66 µM; Q9HAT2; 370,000 tested, 0.69% active;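 active = inhibition above a cutoff: mean of compounds within the control limits plus 3 SD of those, cut at about 17% in these data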;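 also: 0% = plate median of compound wells and 100% = probe without SIAE protein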
Target sequence (Q9HAT2 whole entry, looked up): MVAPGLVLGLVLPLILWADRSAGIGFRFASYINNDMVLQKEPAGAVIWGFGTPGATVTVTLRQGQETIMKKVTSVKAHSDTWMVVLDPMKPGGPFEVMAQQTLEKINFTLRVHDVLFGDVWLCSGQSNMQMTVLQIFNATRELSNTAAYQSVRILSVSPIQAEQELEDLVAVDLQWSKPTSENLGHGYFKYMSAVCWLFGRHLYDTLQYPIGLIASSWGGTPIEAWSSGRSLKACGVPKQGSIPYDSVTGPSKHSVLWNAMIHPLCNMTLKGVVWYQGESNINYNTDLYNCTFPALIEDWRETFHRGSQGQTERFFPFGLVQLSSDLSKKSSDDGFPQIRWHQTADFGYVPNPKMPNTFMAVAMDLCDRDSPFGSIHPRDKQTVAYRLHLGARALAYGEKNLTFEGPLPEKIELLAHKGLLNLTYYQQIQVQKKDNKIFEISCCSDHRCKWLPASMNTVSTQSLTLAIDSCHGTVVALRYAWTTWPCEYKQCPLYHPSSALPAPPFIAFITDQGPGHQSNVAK
PRMT1 inh: inhibitors of human PRMT1. recombinant PRMT1, activity-based probe fluorescence polarization. inhibition, % at 2.79 µM. 370,000 tested, 1.3% active. AID 652257;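 active = inhibition above about 21% made by adding two undisclosed values, limit read from the data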
Target sequence (Q99873 whole entry, looked up): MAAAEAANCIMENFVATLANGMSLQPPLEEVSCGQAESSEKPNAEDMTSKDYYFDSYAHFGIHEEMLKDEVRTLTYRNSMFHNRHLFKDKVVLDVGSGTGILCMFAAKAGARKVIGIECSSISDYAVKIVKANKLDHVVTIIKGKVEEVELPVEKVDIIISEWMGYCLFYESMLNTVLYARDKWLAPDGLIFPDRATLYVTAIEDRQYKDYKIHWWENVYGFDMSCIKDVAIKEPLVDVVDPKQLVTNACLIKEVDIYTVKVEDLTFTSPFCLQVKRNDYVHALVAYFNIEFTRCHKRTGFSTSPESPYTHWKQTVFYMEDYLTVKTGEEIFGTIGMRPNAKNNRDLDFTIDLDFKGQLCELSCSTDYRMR
KLK7 zymogen act: activates the human kallikrein-7 zymogen; P49862; purified proKLK7, EDANS-DABCYL substrate fluorescence; 100% is mature enzyme control, 0% vehicle; activation, % at 7 µM; 370,000 tested, 0.9% active;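 active = activation above the mean of all tested compounds plus 3 SD, computed per campaign excluding outliers beyond control limits, cut at about 13% in these data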
TCR CD3 inh: human TCR-CD3 binding inhibition; 360,000 tested, 0.37% active; TAMRA-labeled TCR probe fluorescence, biochemical; inhibition, % at 9.4 µM; AID 651800; in the data active = inhibition above about 19%;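 also: recombinant mutant TCR 2C K166C tagged with TAMRA read by polarization; 0% = receptor in buffer alone and 100% = receptor with positive control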
Starred values were filed as active, the others as inactive; x = no result given.

SMILES	DDE Tn7 FP inh	MBD2 DNA inh	LEDGF integ inh	TDP2 inh	DDE Tn6 FP inh	UHRF1 binding	SIAE primary	PRMT1 inh	KLK7 zymogen act	TCR CD3 inh
CCN1CCN(C(=O)Cn2nc(C)c3sc4ccccc4c3c2=O)CC1	-10	4	1	2	-2	-9	4	2	0.5	-1
CN(C1(C)CCS(=O)(=O)C1)S(=O)(=O)c1cccc([N+](=O)[O-])c1 (stereo unspecified)	1	-1	1	13	0	-1	2	-1	0.6	-1
Cc1nc(C)c(/C(O)=C/c2nc3ccccc3oc2=O)s1	8	0	-3	7	-2	-6	10	3	-0.1	5
Cc1ccc(NC2SC(=O)N(Cc3cccc(C(=O)O)c3)C2=O)cc1 (stereo unspecified)	2	-3	2	9	-5	0	2	3	-0.2	0
Cc1cccc(-c2nnc(SCC(=O)c3ccc(F)cc3)n2C)c1	-5	-6	1	0	-6	-4	-1	-1	-0.1	x
COc1ccccc1C(=O)COC(=O)c1cccc(S(=O)(=O)N2CCCC2)c1	-2	1	-1	-4	-3	-2	6	-1	0.1	11
CCOC(=O)[C@]12CCCC=C1N(Cc1ccccc1)C(=O)[C@H](CC(=O)N1CCCC1)C2	-2	-1	0	-1	0	0	5	1	-0.7	6
CC(C)N(Cc1nnc(-c2ccccc2Cl)o1)C(=O)COc1cccc(Cl)c1	5	-5	-4	-4	-2	1	6	0	0.3	4
O=C(CN(C(=O)CCC(=O)Nc1nccs1)c1ccc(F)c(Cl)c1)NCc1ccco1	-3	-5	5	-7	-6	0	4	-2	0.6	-3
Cc1cc(C)c2c(N)c(C(=O)Nc3ccc(C)c(C)c3)sc2n1	4	6	5	1	-6	1	-1	6	-839	-5
Cc1ccc(CNC(=O)C(=O)NCCCn2ccnc2)cc1	5	5	-3	-3	0	7	2	2	-0.2	-3
CCc1c(C)[nH]c2ccccc2c1=O	6	6	0	-2	2	10	1	2	-0.4	4
COCCn1c(SCC(=O)Nc2ccc3c(c2)OCCO3)nnc1C(C)C	-5	-3	-5	-20	1	4	2	3	-1.0	5
O=S(=O)(Cc1cc(-c2ccccc2Cl)no1)c1ccccc1	4	-1	0	0	0	-1	7	-3	-0.2	0
Cc1c(NC(=O)C(C)OC(=O)CCc2c[nH]c3ccccc23)c(=O)n(-c2ccccc2)n1C (stereo unspecified)	0	2	-1	6	4	0	4	2	0.0	2
COC(=O)c1cn(-c2cccc(C)n2)cn1	-3	1	1	0	12	0	-1	0	0.0	7
O=C(c1ccco1)N1CCN(Cc2csc(-c3ccccc3Cl)n2)CC1	-6	5	-1	-1	-4	-1	-2	-8	-0.3	3
Cc1ccc(N2CC(C(=O)Nc3ccc4c(c3)OCO4)CC2=O)cc1 (stereo unspecified)	5	-2	-1	-3	-3	4	0	2	-0.5	-3
CC(=O)Nc1ccc(S(=O)(=O)NCC2CCC(C(=O)N3CCCCCC3)CC2)cc1 (stereo unspecified)	4	-5	0	-4	4	0	3	-1	-0.6	6
OCCN1CCN(C(=S)Nc2ccc(SC(F)F)cc2)CC1	-4	2	2	1	0	-2	2	-4	0.2	2
Cc1nc2c(sc(=S)n2Cc2ccco2)c(=O)n1CC(=O)Nc1ccccc1F	-5	-4	1	-10	2	-2	-18	1	-0.1	-1
Cc1cccc(C(=O)NCC(=O)OCC(=O)NCCNC(=O)COC(=O)CNC(=O)c2cccc(C)c2)c1	1	-2	0	-4	1	-1	-7	-1	-0.1	-4
O=C(COc1ccccc1)N1CCNC1=O	5	2	2	10	2	-3	0	-3	-0.3	4
O=C(CCNC(=O)c1ccc(Br)cc1)Nc1cccc(S(=O)(=O)N2CCCC2)c1	3	9	-4	-6	11	36*	2	4	-0.1	6
CCCC(=O)Nc1nnc([C@H]2C[C@H](O)[C@@H](CO)O2)s1	2	3	2	-15	-1	8	0	7	-0.5	4
(next part)
SMILES	DDE Tn7 FP inh	MBD2 DNA inh	LEDGF integ inh	TDP2 inh	DDE Tn6 FP inh	UHRF1 binding	SIAE primary	PRMT1 inh	KLK7 zymogen act	TCR CD3 inh
COCCC(=O)N1CCCC(CCC(=O)NCc2ccc(F)c(F)c2)C1 (stereo unspecified)	1	-4	-2	7	4	2	-5	6	-0.6	-12
COCCNC(=O)C(=O)NCC1OCCN1C(=O)c1ccc(Cl)cc1 (stereo unspecified)	-5	-2	1	3	-2	0	13	-4	-0.2	0
CCC(=O)Nc1ccc(Cl)c(NC(=S)NC(=O)COc2ccc(Cl)cc2)c1	0	1	2	-1	3	6	1	6	0.4	-3
C[C@H]1CN([C@@H](C)CO)C(=O)CCCn2nncc2CO[C@H]1CN(C)C(=O)Nc1ccc(N2CCCCC2)cc1	6	1	-3	2	-2	1	1	3	-0.2	-10
CC12CCC(C(=O)Nc3ccc(Br)cn3)(OC1=O)C2(C)C (stereo unspecified)	-2	-6	-1	-12	11	-1	0	2	0.4	7
Cc1ccnc2ccc(SC(F)(F)F)cc12	1	6	3	-12	0	4	5	-3	-0.2	2
CCS(=O)(=O)c1ccc2c(c1)N(S(C)(=O)=O)CC(C(=O)NC1CC1)O2 (stereo unspecified)	-6	-3	1	-4	2	1	-1	-1	0.2	3
Cc1cccc(C(=O)N2CCC(=O)N(C(COCc3cccc(Cl)c3)Cc3ccccc3)CC2)c1 (stereo unspecified)	0	0	1	0	-1	-1	-2	1	-0.5	7
O=C(N=C1SC2CS(=O)(=O)CC2N1c1ccc(F)cc1)C1CC1 (stereo unspecified)	4	-4	3	5	2	0	2	-2	0.1	1
O=C(Cc1c(C(=O)O)[nH]c2ccccc12)NC1CCCC1	2	10	0	-6	-3	7	-2	5	0.0	2
CC1(C)Cc2c(cnn2-c2cccc(F)c2)C(NC(=O)c2ccc(=O)[nH]n2)C1 (stereo unspecified)	-2	-2	0	9	-2	-1	11	-4	0.7	0
CCOc1cccc(/C=N/NC(=O)c2cc(-c3cccn3C)n[nH]2)c1O	0	-6	-8	-8	2	-4	14	2	-3.2	8
Cc1ccc([C@@H]2C[C@H]3CN(Cc4cccc(Cl)c4)C(=O)[C@]34CCCN24)o1	7	0	-3	6	-3	0	0	3	0.5	-3
CC(=O)c1c(C)oc2c1cc(NS(=O)(=O)c1ccc(C(=O)O)cc1)c1ccccc12	1	-2	-2	29*	1	-2	-8	0	1.0	-5
O=C(NCc1nnnn1-c1ccc(Cl)cc1)C(=O)c1c[nH]c2ccccc12	11	4	4	1	-3	-1	-3	5	-0.3	-2
N#Cc1c(-c2ccccc2)nc(SCC(=O)NC2CCCCC2)[nH]c1=O	1	2	0	1	-6	1	-5	9	-0.6	-2
Cc1ccc(O)c(N=Cc2sc3ccccc3c2Cl)c1	0	-7	1	-1	-5	-6	9	1	-0.5	13
O=[N+]([O-])c1ccccc1OCCN1CCOCC1	0	4	-1	-12	-7	0	-2	2	-0.1	0
COc1cccc(/C=N/NC(=S)Nc2cccnc2)c1	-1	-1	1	-2	-1	-2	4	3	1.0	-6
CCCNC(=O)C(Cc1ccc(F)cc1)NC(=O)c1ccc(C#N)cc1 (stereo unspecified)	3	-4	-3	0	-1	1	20*	-3	-0.3	4
CCc1nc2ccc(C(=O)NCCCN(C)C)cn2c1N(CC)CCOC	-5	-4	-4	8	-2	-1	1	-4	0.1	1
C=CC[C@@H](Cc1ccc(F)cc1)C(=O)OC[C@H]1CCCN1C(=O)[C@@H](CC=C)CC(=O)N[C@@H](CO)Cc1ccccc1	7	-1	-2	-3	-2	1	-2	2	0.8	-1
C[N+]1(CN2C(=O)C3C4C=CC(C4)C3C2=O)CCCCC1 (stereo unspecified)	-2	-1	-2	-15	2	2	-1	4	-0.9	-3
Cc1ccc(NC(=O)Cn2c([N+](=O)[O-])cnc2C)cc1	0	-2	7	-9	6	5	-2	-1	-0.1	-7
O=C(O)CSc1nnnn1C1CCCCC1	4	1	5	3	0	1	5	6	0.6	-2
Carrying on:
SMILES	DDE Tn7 FP inh	MBD2 DNA inh	LEDGF integ inh	TDP2 inh	DDE Tn6 FP inh	UHRF1 binding	SIAE primary	PRMT1 inh	KLK7 zymogen act	TCR CD3 inh
CSc1nc(-c2ccccc2)nn1S(=O)(=O)c1ccccc1	-1	0	-1	4	10	4	0	-1	-0.5	-7
CCN(CC)CCN1C(=O)C(O)=C(C(=O)c2sc(C)nc2C)C1c1cccnc1 (stereo unspecified)	0	-1	-3	3	4	1	-2	6	0.0	-2
Cc1cc(C)cc(N(CC(=O)NCc2ccccc2)C(=O)CCC(=O)Nc2ccccn2)c1	2	-2	0	8	-2	1	1	-1	0.4	-2
Cc1ccc(C[n+]2cccc(-c3ccccc3)c2)c(C)c1	5	-1	0	5	2	-1	-5	-2	0.1	-2
O=c1c2cnn(-c3ccccc3)c2ncn1CCc1ccccc1	3	2	1	11	4	47*	-5	7	-0.4	-3
CCN(CC)C(=O)CSc1nnc(-c2cc(OC)cc(OC)c2)o1	2	1	-3	0	8	-1	1	0	0.7	-1
NC(=O)c1cc([N+](=O)[O-])ccc1NCCc1ccccc1	-6	-1	5	-16	0	1	1	-1	-0.1	1
CC1(C)COC(c2cccn2Cc2ccc(F)cc2Cl)=N1	-10	-2	-2	8	-12	-2	4	-1	0.5	4
Cc1cccc(C)c1NC(=O)COC(=O)C1CC(=O)N(Cc2ccccc2)C1 (stereo unspecified)	3	7	-1	-2	2	3	-1	1	-0.9	-6
O=C(CSc1ccccc1)N1CCN(S(=O)(=O)c2cccs2)CC1	-2	-2	4	4	4	1	4	-3	0.0	-2
O=C1OC(c2ccccc2)=CC1=Cc1ccccc1O	0	-3	0	-5	0	3	-4	7	-0.3	-7
Cc1ccc(NC(=O)Nc2cccc(C)n2)cc1	3	-2	3	-12	2	1	-5	4	0.1	-7
COc1ccc(CN2[C@@H](CC(=O)O)c3cc(C(F)(F)F)ccc3S2(=O)=O)cc1	-8	-1	-1	9	-7	0	13	-1	0.1	2
Cc1ccc(OCC(=O)Nc2ccc3c(c2)nc(CCN2CCN(c4ccccn4)CC2)n3C)cc1	3	2	-1	-4	0	2	3	5	0.2	-5
COc1ccc(CCn2c(-c3ccc(OC)cc3)nc3c(c(=O)c4ccccc4n3C)c2=O)cc1	6	-1	-5	6	4	0	-4	-1	0.3	-1
COc1ccc(Nc2nnc(SCC(=O)NC3CC3)s2)cc1	-1	6	3	2	-7	3	6	8	-0.2	0
COc1cc(NC(=O)CCc2nnc3ccc(N4CCCC4)nn23)cc(OC)c1OC	1	7	0	10	1	23*	3	2	0.0	-5
